V-ATPase pHluor: yeast V-ATPase proton transport regulation by pHLuorin. S. cerevisiae, pHLuorin cytosolic pH fluorescence. response, % at 10 µM. 350,000 tested, 0.37% active. AID 504577; in the data active = response mostly above about 7.3%, no sharp cut-off; inactive = mostly below about 5.4%; also: actives read high; inactives centre near 0; some compounds called inactive have numbers as strong as hits; reference of the scale not given here
SR-BI HDL uptake: mouse SR-BI HDL lipid transfer inhibition; Q61009; ldlA[mSR-BI] CHO cells, DiI-HDL uptake fluorescence, 3 h; inhibition, % at 12.5 µM; 320,000 tested, 0.96% active;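 active = mean replicate inhibition of at least 70% and a set share of replicates each scoring 70 or more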;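 also: 0% = median of neutral control wells and 100% = median of positive control wells; values of inactives mirror those of a sister screen read the other way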
Target sequence (Q61009 whole entry, looked up): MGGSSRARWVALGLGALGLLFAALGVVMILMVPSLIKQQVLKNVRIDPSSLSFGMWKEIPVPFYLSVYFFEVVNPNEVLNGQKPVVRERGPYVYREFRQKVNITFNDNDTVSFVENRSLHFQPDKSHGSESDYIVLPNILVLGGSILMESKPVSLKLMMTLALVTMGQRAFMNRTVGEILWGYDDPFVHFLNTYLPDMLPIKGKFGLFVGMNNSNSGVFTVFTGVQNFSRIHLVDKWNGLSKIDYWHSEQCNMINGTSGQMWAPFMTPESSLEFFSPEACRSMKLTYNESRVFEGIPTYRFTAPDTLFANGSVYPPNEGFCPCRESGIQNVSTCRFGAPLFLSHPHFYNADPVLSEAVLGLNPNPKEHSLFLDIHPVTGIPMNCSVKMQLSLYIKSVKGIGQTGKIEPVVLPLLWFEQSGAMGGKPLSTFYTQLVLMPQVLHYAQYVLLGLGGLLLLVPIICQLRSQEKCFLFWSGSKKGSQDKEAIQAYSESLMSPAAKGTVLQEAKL
MITF TRPM1 HTS: increases MITF-driven TRPM1 promoter luciferase signal | SK-MEL-5 TRPM1-promoter luciferase, 24 h; % of positive control, neutral wells = 0 | activation, % at 12.5 µM | 300,000 tested, 0.75% active;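 active = mean activation of at least 80% with every replicate also reaching 80%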;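 also: 0% = neutral control wells and 100% = parthenolide positive control wells; values of inactives mirror those of a sister screen read the other way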
CDK5 p35 inh: inhibitors of human CDK5/p35 kinase; Q00535+Q15078; Recombinant CDK5/p35, ADP-Glo luminescence, 60 min; inhibition, % at 10 µM; 330,000 tested, 0.01% active; AID 488839;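 active = highest replicate inhibition of at least 50% and at least 75% of replicates reaching 50%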;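 also: plate controls were DMSO neutral control for no effect and GW8510 at 10 µM for full effect; many of its hits are not listed in these tables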
PvdQ inh: P. aeruginosa PvdQ acylase inhibition | purified PvdQ acylase, fluorescence plate reader | inhibition, % at 10 µM | 340,000 tested, 0.063% active; in the data active = inhibition above about 30%, passing the limit was not always enough;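 also: 0% = vehicle neutral wells and 100% = reference inhibitor wells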
NSD2 inh: blocks human histone methyltransferase NSD2 | AID 743445 | 310,000 tested, 0.54% active | NSD2 peptide methylation, AlphaScreen, 120 min | O96028 | inhibition, % at 12.5 µM; in the data active = inhibition above about 50%
HTR5A ag: activates human HTR5A in OPRM1-OPRD1 agonist counter-screen; P47898; HTR5A agonist assay, luminescence, cell-based; activation, % at 9.3 µM; 340,000 tested, 0.61% active; in the data active = activation mostly above about 9.5%, no sharp cut-off; inactive = mostly below about 7.6%;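 also: 0% = cells with vehicle only and 100% = reference agonist; strong numbers were not always called active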
Target sequence (P47898 whole entry, looked up): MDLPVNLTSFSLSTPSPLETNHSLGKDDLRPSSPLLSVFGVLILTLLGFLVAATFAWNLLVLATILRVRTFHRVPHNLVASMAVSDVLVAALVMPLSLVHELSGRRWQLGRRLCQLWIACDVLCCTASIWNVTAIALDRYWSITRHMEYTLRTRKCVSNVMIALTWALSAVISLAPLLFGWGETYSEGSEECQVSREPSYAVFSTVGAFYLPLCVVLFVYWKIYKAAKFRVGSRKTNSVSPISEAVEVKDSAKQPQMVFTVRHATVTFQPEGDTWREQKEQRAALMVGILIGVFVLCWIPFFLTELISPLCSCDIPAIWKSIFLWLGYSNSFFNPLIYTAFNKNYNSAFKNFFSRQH
Wnt act: activators of Wnt/beta-catenin signaling; Wnt/beta-catenin reporter cell assay, activator, plate reader; activation, % at 9.35 µM; 300,000 tested, 1.2% active; AID 743398; in the data active = activation above about 30%, passing the limit was not always enough;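 also: 0% = neutral control wells and 100% = positive control wells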
HTR5A inv ag: HTR5A inverse agonism, opioid heterodimer counter-screen; P47898; HTR5A cell line, luminescence; inhibition, % at 9.3 µM; 340,000 tested, 0.083% active; AID 504634; in the data active = inhibition mostly above about 23%, no sharp cut-off; inactive = mostly below about 18%;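 also: 0% = cells with DMSO and 100% = no-cell wells with DMSO; some compounds called inactive have numbers as strong as hits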
dFosB activator: activators of mouse delta FosB homodimer; P13346; purified delta FosB, TAMRA-CDK5 oligo fluorescence polarization; percent of positive-control signal above neutral wells; activation, % at 25 µM; 340,000 tested, 0.99% active; AID 493131;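 active = mean activation above about 17%, with every replicate also reaching it, limit read from the data, passing the limit was not always enough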;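 also: fluorescence polarization rise as delta FosB binds a TAMRA Cdk5 AP-1 oligo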
An asterisk follows results filed as active; . = no result given; & = joins results of further samples. These rows are one share of the data; count on the stated rates, not on these rows.

SMILES	V-ATPase pHluor	SR-BI HDL uptake	MITF TRPM1 HTS	CDK5 p35 inh	PvdQ inh	NSD2 inh	HTR5A ag	Wnt act	HTR5A inv ag	dFosB activator
COc1ccc(-n2c(-c3ccc(C)cc3)nc3ccccc3c2=O)cc1	0	-3	.	-0.3	-11	-1	-6	0	19	-13
Cc1nc(CCl)cc(=O)[nH]1	-1	-11	11	-1.2	-11	0	-4	-1	13	5
Clc1cccc(C2NCc3ccccc3-n3cccc32)c1 (stereo not given)	0	-18	11	0.7	-8	.	-3	-5	9	-7
COC(=O)C1=C(c2c(C)noc2C)C[C@@H]2CC[C@H]1N2C(=O)NCCOc1ccccc1	-4	1	14	0.4	-5	.	5	-2	-20	8
OCc1cnc[nH]1	0	-2	-2	-0.8	2	.	0	-3	0	-1
COc1ccc(CCNCc2ccncc2)cc1OC	-1	-12	9	-2.6	-13	10	0	4	-30	2
NC(=O)c1ccc(N)nc1	-1	-14	-16	-0.2	-4	.	-2	-1	9	-4
CCOC(=O)c1c(-c2ccccc2)oc2ccc(OC(=O)N(C)C)cc12	-1	41	-2	3.9	1	-4	-10	.	25	-11
Oc1ccc(Br)cc1CN1CCN(c2ccccc2)CC1	3	21	.	0.9	-9	-2	2	.	-5	-5
CN(C)c1ccc(C=C2C(=O)NC(=S)NC2=O)cc1	3	2	-36	-0.5	-20	8	-2	4	8	9
C/C(=N\N1CCN(C)CC1)c1c(O)n(Cc2ccccc2)c(=O)[nH]c1=O	-3	-3	4	-0.8	-3	-1	-8	-9	26	2
CC(C)n1c(O)c(C=NCc2cccnc2)c(=O)[nH]c1=S	-2	-19	13	6.9	-5	-6	2	0	-4	-4
NCCCP(=O)(O)CCc1ccccc1	-2	-19	0	1.8	-1	-2	0	-1	-1	3
COc1cccc(O)c1CN1CCCC(C(=O)c2ccccc2SC)C1 (stereo not given)	-4	2	6	-0.5	-8	2	4	-3	-12	-5
Cn1cc(CCC(=O)N2CCC3(CC2)OCCO3)c2ccccc21	4	-2	-4	1.8	-7	-3	3	-5	-4	9
Cc1cc(/C=C2\C(=O)NC(=O)N(Cc3ccccc3)C2=O)c(C)n1C1CC1	4	-13	-2	0.4	-7	2	3	-4	5	43*
COc1ccc(CN(CCc2c[nH]c3ccccc23)Cc2ccc(OC)cc2)cc1	4	-2	6	-1.1	-20	1	8	1	-31	-1
CCOC(=O)c1nc2ccccc2c(=O)n1-c1cccc(C)c1	-3	1	.	-1.6	-6	-2	-5	-3	12	-8
CCCN(CCC)C1Cc2cc(OC)c(OC)cc2C1	0	-7	-2	0.8	-8	.	-2	2	-21	-2
O=C(N1CCCCCC1)N1CC1	-1	2	-7	-1.5	5	-1	7	2	-26	-3
CC(C)CC1C(C#N)=C(N)Oc2c1c(=O)oc1ccccc21 (stereo not given)	4	-4	.	-1.3	-10	.	3	-1	-10	-10
O=c1[nH]c(=S)[nH]c(O)c1N=Nc1ccc(OC(F)F)cc1	3	-13	15	0.6	9	.	-5	9	0	-4
Cc1ccc(N)cc1C	2	6	12	-1.6	-11	.	3	8	-12	0
CCN(CC)c1ccc(/C=N/c2sc3c(c2C#N)C2CCN3CC2)c(O)c1	8	43	-11	-0.9	6	2	-3	.	11	-5
CC(=O)N1N=C(c2cccnc2)OC1c1ccccc1Cl (stereo not given)	-1	-14	-3	1.5	-15	-1	-5	-2	-21	-4

Sorted by SMILES length (rising): part of the list above.
SMILES	V-ATPase pHluor	SR-BI HDL uptake	MITF TRPM1 HTS	CDK5 p35 inh	PvdQ inh	NSD2 inh	HTR5A ag	Wnt act	HTR5A inv ag	dFosB activator
NC(=O)c1ccc(N)nc1	-1	-14	-16	-0.2	-4	.	-2	-1	9	-4
CCOC(=O)c1c(-c2ccccc2)oc2ccc(OC(=O)N(C)C)cc12	-1	41	-2	3.9	1	-4	-10	.	25	-11
Cc1cc(/C=C2\C(=O)NC(=O)N(Cc3ccccc3)C2=O)c(C)n1C1CC1	4	-13	-2	0.4	-7	2	3	-4	5	43*

(further entries)
SMILES	V-ATPase pHluor	SR-BI HDL uptake	MITF TRPM1 HTS	CDK5 p35 inh	PvdQ inh	NSD2 inh	HTR5A ag	Wnt act	HTR5A inv ag	dFosB activator
O=c1c2ccccc2nc(/C=C/c2ccc(F)cc2)n1-c1ccccc1O	-5	29	3	0.9	4	0	-1	3	5	-5
COC(=O)C1=C(c2cccc(OC)c2OC)C[C@@H]2CC[C@H]1N2C	3	-32	18	-0.7	-10	.	1	-2	-17	1
CC(C)CCC1(CCO)C(=O)NC(=S)NC1=O	0	-16	8	0.5	10	0	8	-1	-28	-6
O=C(O)Cn1cc(C=C2C(=O)NC(=O)NC2=O)c2ccccc21	2	-20	-2	0.8	15	5	1	-2	-5	3
Cc1nnc2ccc(N3CCN(C)CC3)nn12	2	-24	18	-1.1	-12	7	5	.	-11	5
CC(=O)O[C@@]12CO[C@@H]1C[C@H](O)[C@@]1(C)C(=O)[C@H](O)C3=C(C)[C@@H](OC(=O)[C@H](O)[C@@H](NC(=O)c4ccccc4)c4ccccc4)C[C@@](O)([C@@H](OC(=O)c4ccccc4)C12)C3(C)C (stereo not given in full)	4	1	.	1.1	-15	.	-3	-1	13	-21
CNCCc1ccc(OC)c(OC)c1	-2	1	2	-0.3	-6	.	5	0	8	4
Cc1cc(C)nc(NS(=O)(=O)c2ccc(N=Cc3c(O)n(C)c(=O)n(C)c3=O)cc2)n1	1	-3	0	-5.2	-6	7	.	1	.	-8
CCC(=NCc1ccco1)c1c(O)n(Cc2ccccc2)c(=O)[nH]c1=O	4	-33	-16	0.1	3	38	-5	-4	12	-9
COc1ccc(NS(=O)(=O)c2ccc(OCC(=O)N3CCN(C)CC3)cc2)cc1Cl	-3	-4	-7	-0.5	-14	-1	8	1	-23	-4
CC(=Nc1ccccc1N)c1c(O)n(C)c(=O)n(C)c1=O	-2	17	.	0.2	-5	-1	4	5	-15	5
COc1ccc(C)cc1NC(=O)N1CCC2(CC1)OCCO2	-3	-38	6	0.1	-14	-1	1	-1	-5	1
O=C(Cc1ccccc1)N1CCN(Cc2cccc(Cl)c2)CC1	-2	-11	-3	0.0	-4	-1	-3	-1	-8	0
C[C@]12CCC(=O)C=C1C=C[C@@H]1[C@@H]2CC[C@@]2(C)[C@H]1CC[C@@]2(O)CCC(=O)O	0	-9	-1	-0.1	-4	.	1	-2	-3	-6
N=c1sccn1Cc1ccccc1F	-2	-5	7	-1.5	-19	.	-3	0	11	1
COc1ccc(NC(=O)c2cn(CCC#N)nc2-c2ccc([N+](=O)[O-])cc2)cc1	-1	56	-3	0.2	-7	3	-4	-2	9	0
CC1(C)C2([N+](=O)[O-])CN3CN(C2)CC1([N+](=O)[O-])C3	0	-5	-5	1.1	8	-12	2	1	-16	-6
C=CCC1(CN2CCCCCC2=O)C(=O)NC(=O)NC1=O	-1	-14	6	-0.4	-11	-4	-1	.	3	-8
COC(=O)C1=C(C)NC(C)=C(C(=O)OC)C1c1ccccc1[N+](=O)[O-]	5	2&-15	-4	2.0	3&13	.	2	-2	-8	-11
COc1cccc(C(=O)C2CCCN(Cc3cnn(C(C)C)c3)C2)c1 (stereo not given)	1	-7	5	1.1	-1	1	5	-2	-3	-1
Cc1ccccc1CS(=O)(=O)Cc1ccc(C(=O)N2CCC3(CC2)OCCO3)o1	0	-9	-10	.	-10	-2	4	-2	8	-8
O=c1[nH]c(=S)n(-c2ccc(Cl)cc2)c(O)c1/C=N/N1CCOCC1	3	-16	-3	-0.2	17	.	1	-1	-9	-2
CC(C)c1ccc(NC(=O)CSc2nnc(OC(=O)N(C)C)n2C2CC2)cc1	0	-9	4	1.8	-17	19	2	0	2	-8
O=c1cccc2n1CC1CC2CN(Cc2c(Cl)cccc2Cl)C1 (stereo not given)	0	-26	1	0.3	-8	3	0	.	12	-1
O=C(CCN1CCCCC1)Nc1ccc(Br)cc1C(=O)c1ccccc1	1	3	1	-1.7	-14	1	3	-1	-12	3
Continuation.
SMILES	V-ATPase pHluor	SR-BI HDL uptake	MITF TRPM1 HTS	CDK5 p35 inh	PvdQ inh	NSD2 inh	HTR5A ag	Wnt act	HTR5A inv ag	dFosB activator
O=C(CCC(=O)N1C[C@H]2C[C@@H](C1)c1cccc(=O)n1C2)NCc1cccc(C(F)(F)F)c1	1	-1	2	-1.6	-14	.	5	-1	8	8
CCOC(=O)Cn1cc(C(=O)c2ccccc2F)c2ccccc21	0	36	.	-1.4	6	-2	-5	-5	21	1
COc1ccc(C(O)CNC(C)C)c(F)c1OC (stereo not given)	27*	6	6	2.6	-11	.	0	13	-27	2
CN(C)C(=O)Oc1ccc2c(c1)O/C(=C\c1ccc(Cl)cc1)C2=O	3	64	104*	-0.3	-7	2	-3	9	11	-3
NC12CN3CN(CN(C3)C1)C2 (tested in a mixture with another compound)	-1	-12	-3	-2.2	-12	1	8	-3	-21	-4
O=C1NC(=S)NC(=O)C1=Cc1cccn1-c1ccc(O)cc1	-3	-5	-94	-0.2	6	.	-8	24	23	-10
Cc1sc2ncnc(N3CCC(C(=O)Nc4ccc(C#N)c(Cl)c4)CC3)c2c1C	3	13	-3	-3.2	-17	1	4	2	-9	32*
CC(C)c1ccc(N2C(=O)NC(=O)/C(=C\c3cnc(-c4ccccc4)nc3)C2=O)cc1	-4	1	0	0.4	11	7	-4	.	-3	-10
CC(Cc1ccccc1)NC(=O)CCCCC(=O)NC(C)Cc1ccccc1 (stereo not given)	-5	-22	.	2.4	-11	-4	9	-1	-12	0
CNC(=S)NC1CC2CCCC(C1)N2CC(C)C (stereo not given)	1	26	-1	-4.3	-9	1	5	.	-14	-5
COC(=O)N(c1ccc(OC)cc1)P1(=S)OCCC(C)O1 (stereo not given)	2	-29	-1	-1.3	3	-1	4	.	-13	0
CCN(CC)c1ccc(/C=C2\C(=O)NC(=S)N(c3ccc(OC)cc3OC)C2=O)o1	-2	-13	.	1.3	-5	.	-3	.	-2	-6
CCOC(=O)c1cc(CC)sc1/N=C/c1c(O)[nH]c(=S)[nH]c1=O	-7	-14	2	0.8	7	3	-1	.	27	-3
O=C1NC(=O)N(CCNc2ncc(C(F)(F)F)cc2Cl)C(=O)C1Cc1ccc(Cl)cc1 (stereo not given)	7	-11	-3	-0.7	-4	0	0	1	1	-9
Cc1c(C=O)c2ccccc2n1Cc1ccccc1F	2	-2	-16	-3.3	-8	-2	-1	0	-25	-2
CC(CC(C)(C)N1CC1)=NNC(=O)Nc1cccc2ccccc12	5	-1	-2	-2.1	-11	7	1	5	-3	4
CCOC(=O)c1cc2c(cn1)[nH]c1ccccc12	-4	18	49	-2.7	-12	.	1	9	-5	-8
N#CC(C#N)=NNc1ccc(S(N)(=O)=O)cc1	-2	27	-14	2.6	-5	14	-6	-1	18	-19
Cc1cccc(-n2c(O)c(C)c(=O)[nH]c2=S)c1	-3	-28	13	-2.3	-4	1	-2	.	5	2
O=Cc1cn(Cc2ccccc2[N+](=O)[O-])c2ccccc12	1	19	-2	-0.9	-12	0	-2	.	6	1
COc1ccc(NC(=O)c2cn(CCC#N)nc2-c2ccc(OC)c(OC)c2)cc1	-3	5	.	-3.8	-27	-1	-2	-1	8	-4
ClC1=CCC2CN(CCN3CCCCC3)CC2C1 (stereo not given)	0	-4	-5	-0.3	-12	1	1	-8	27	-1
CN=C1CN(O)C(c2ccccc2)c2cc(Cl)ccc2N1 (stereo not given)	0	-9	-2	3.8	5	0	-2	-4	7	-5
CCCCCCn1c(O)c(C(C)=NC)c(=O)[nH]c1=O	3	-4	31	-1.7	0	-1	-3	10	6	-2
CC(C)c1cccc(C(C)C)c1O	-1	4	17	0.6	-12	.	3	-7	-14	2
CCOC(=O)C1CCN(/C=C2/C(=O)NC(=O)N(c3cccc(C)c3C)C2=O)CC1	2	9	10	-0.2	-5	0	-1	-2	2	1
